V1R ag counter – agonists of human V1a receptor, primary screen, counter-screen for OXTR agonist project, fluorescence, CHO-V1R cells. actives 0.25% (n = 320,000). Fluo-8 calcium fluorescence, agonist mode; 0% DMSO, 100% 3 nM vasopressin. activation, % at 3 µM;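 active = activation above the mean activation of all tested compounds plus 3 SD, per screening run, cut at about 20% in these data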;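 also: signal is peak over basal fluorescence ratio across a 100 second FLIPR read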
TAAR1 agonist – human TAAR1 agonists, primary screen, Fluo-8 calcium fluorescence, CHO RD-HGA16 cells. vehicle wells 0%, saturating PEA agonist 100%. AID 624467, 2012. actives 0.99% (n = 360,000). activation, % at 3 µM. Trace amine-associated receptor 1 (Homo sapiens), Q96RJ0;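 active = activation above the mean activation of all test compounds in the run plus 3 SD, cut at about 38% in these data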
Target sequence (Q96RJ0 whole entry, looked up): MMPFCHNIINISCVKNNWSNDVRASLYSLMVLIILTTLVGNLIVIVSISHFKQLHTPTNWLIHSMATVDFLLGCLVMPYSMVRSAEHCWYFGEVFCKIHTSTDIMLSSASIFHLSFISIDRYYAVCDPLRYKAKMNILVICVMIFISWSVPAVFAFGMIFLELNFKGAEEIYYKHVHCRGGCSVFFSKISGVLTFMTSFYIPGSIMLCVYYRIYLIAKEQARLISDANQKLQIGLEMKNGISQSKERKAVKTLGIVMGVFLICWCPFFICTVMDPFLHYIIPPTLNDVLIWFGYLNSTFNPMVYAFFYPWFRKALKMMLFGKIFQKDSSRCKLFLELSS
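System: CHO RD-HGA16 cells carrying human TAAR1 plus Gα16; Incubation: 17-24 h seeding, 75 min 37 °C dye, 30 min RT; Measured by: Fluo-8 fluorescence, 5 s baseline then 140 s kinetic read; Control set: DMSO and PEA EC100; Replication: single well for each compound.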
CHO parental Ca – ATP-evoked calcium signal inhibitors, parental CHO, primary screen, counter-screen for OX1R antagonist project, cell-based, fluorescence, Fluo-8 calcium dye; parental CHO-K1, ATP-induced calcium, Fluo-8 fluorescence; inhibition, % at 5.6 µM; actives 0.63% (n = 330,000); AID 463079, 2010;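 active = inhibition above that plate's mean sample inhibition plus 3 SD, cut at about 26% in these data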;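 also: 0% = ATP-challenged DMSO wells and 100% = DMSO wells without ATP; some compounds past the cut are filed as inactive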
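material = parental CHO cells | also added = ATP as calcium-mobilizing challenge | dosing = single point at 5.6 µM | detection = intracellular calcium via Fluo-8 no-wash fluorescent dye | read-out = % inhibition | benchmarks = low control ATP plus DMSO, high control DMSO only | repeats = one well per compound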
CHRM1 agonist – human M1 muscarinic receptor agonists, primary screen, Fluo-8 calcium fluorescence, CHO-K1 cells, HTS. Muscarinic acetylcholine receptor M1 (Homo sapiens), P11229. CHO-K1 hM1, agonist mode; 0% DMSO, 100% acetylcholine EC100. activation, % at 3 µM. actives 0.33% (n = 360,000). AID 588814, 2011;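 active = activation above the run's mean compound activation plus 3 SD, cut at about 16% in these data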;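 also: peak over basal fluorescence ratio within a 140 s kinetic read after compound addition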
CHO-K1 Ca antag – nonselective inhibitor or artifact in parental CHO-K1 cells. inhibition, % at 3 µM. actives 0.6% (n = 360,000). AID 602250. ATP-induced calcium, Fluo-8 fluorescence;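 active = inhibition above a per-plate cutoff, the plate's mean sample inhibition plus 3 SD, cut at about 24% in these data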;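 also: 0% = DMSO plus EC80 ATP and 100% = DMSO alone without ATP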
M1 PAM parental – nonselective calcium activators in parental CHO-K1 cells, primary screen, counter-screen for M1 PAM project, cell-based, Fluo-8 calcium fluorescence, full deck, 1536-well. ATP EC20; 0% at ATP EC20, 100% at ATP max. activation, % at 3 µM. actives 0.02% (n = 360,000);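 active = activation above the run cutoff, the mean activation of all test compounds plus 3 SD, cut at about 40% in these data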;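 also: peak over basal fluorescence ratio in a 140 s read after ATP addition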
TAAR1 antag – human TAAR1 antagonists, primary screen, Fluo-8 calcium fluorescence, CHO RD-HGA16 cells | actives 1.5% (n = 360,000) | inhibition, % at 3 µM | antagonist | Trace amine-associated receptor 1 (Homo sapiens), Q96RJ0;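 active = inhibition above a per-plate cutoff, the mean inhibition of test compounds on that plate plus 3 SD, cut at about 49% in these data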;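 also: 0% = DMSO plus EC80 beta-PEA response and 100% = DMSO alone without agonist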
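test system = CHO RD-HGA16 cells bearing hTAAR1 | replication = singlicate | controls = DMSO-only wells and EC80 β-PEA-stimulated wells | reagent = EC80 β-phenethylamine stimulus | read-out basis = percent inhibition of PEA-evoked calcium signal, max/basal emission ratio | schedule = seeding 17-24 h prior, 75-min 37 °C, 30-min RT dye loading | signal = kinetic Fluo-8 calcium fluorescence measurement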
OXTR potentiate – human OXTR potentiators, primary screen, fluorescence, CHO-OTR cells, Fluo-8 calcium; Oxytocin receptor (Homo sapiens), P30559; Fluo-8 calcium fluorescence, potentiator mode; 0% = oxytocin EC15, 100% = EC100; activation, % at 3 µM; actives 0.061% (n = 320,000); AID 2445, 2010;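 active = activation above that plate's cutoff, the mean activation of tested compounds plus 3 SD, cut at about 6.6% in these data, passing the limit was not always enough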;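 also: 100% uses oxytocin at 75 nM as the full agonist control; some results filed as inactive read as strong as hits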
Target sequence (P30559 whole entry, looked up): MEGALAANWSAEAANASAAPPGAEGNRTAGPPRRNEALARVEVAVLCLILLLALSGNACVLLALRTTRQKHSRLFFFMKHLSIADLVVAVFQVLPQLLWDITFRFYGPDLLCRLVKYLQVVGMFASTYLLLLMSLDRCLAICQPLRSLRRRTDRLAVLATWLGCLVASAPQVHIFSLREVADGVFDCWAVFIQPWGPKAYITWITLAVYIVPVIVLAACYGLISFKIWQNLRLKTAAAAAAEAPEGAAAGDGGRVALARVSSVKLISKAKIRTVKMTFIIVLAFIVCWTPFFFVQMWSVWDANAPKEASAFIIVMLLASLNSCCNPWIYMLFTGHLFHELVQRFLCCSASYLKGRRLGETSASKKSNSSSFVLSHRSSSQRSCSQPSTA
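Measured by – Fluo-8 calcium dye fluorescence · Test system – human OTR in CHO cells · Dosing – one concentration, 3.0 µM compound · Controls – EC15 oxytocin alone as 0%, 75 nM oxytocin as 100% · Evaluation – normalized max/min fluorescence ratio, % activation · Timing – 6 min pre-incubation, 100 s read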
CHO-K1 Ca ag – counter-screen for M1 agonists: effect in parental CHO-K1 cells. activation, % at 3 µM. actives 0.48% (n = 360,000). Fluo-8 calcium fluorescence; scaled to maximal ATP response, vehicle zero. AID 602248, 2012; in the data active = activation above about 15%;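 also: untransfected CHO-K1 host cells lacking M1 receptor as counterscreen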
Starred values were filed as active, the others as inactive; · = not tested or not shown.

Each structure is followed by: V1R ag counter, TAAR1 agonist, CHO parental Ca, CHRM1 agonist, CHO-K1 Ca antag, M1 PAM parental, TAAR1 antag, OXTR potentiate, CHO-K1 Ca ag
1	CC(=O)NC1=NN(C(C)=O)C(C)(c2ccccc2)S1 (configuration not stated)
→ 0.6, 5, 0, -4, 0, 16, -1, 0, 0.7
2	CCOC(=O)/C=C1\CC(C(=O)OCC)Oc2ccccc21 (configuration not stated)
→ ·, 0, -13, -2, -14, -1, -13, ·, 0.7
3	O=C(Nc1ccccc1)c1ccc[n+](Cc2ccc([N+](=O)[O-])cc2)c1
→ 0.8, 3, -8, -9, 5, 4, -5, 2, 0.2
4	COc1cccc(/C=N/NC(=O)c2nnn(-c3nonc3N)c2C(C)C)c1
→ 2.8, 6, -3, 2, 3, -4, 25, -8, 3.6
5	Cc1cc(C)cc(NC(=O)COc2coc(CN3CCN(c4ccccc4)CC3)cc2=O)c1
→ 3.4, 3, -26, -1, 9, 10, -19, -14, 3.1
6	CN1CCN(CCC(=O)N/N=C/c2cc([N+](=O)[O-])ccc2OC(F)F)CC1
→ 1.3, 9, -13, -10, -5, 14, -5, -5, 0.3
7	O=S1(=O)N[C@@H](CC2=CCCCC2)C2CCCCC2O1 (some centres not stated)
→ -1.1, 2, -20, -10, -13, 6, -18, -7, -0.8
8	COc1ccc(CCN=C2SCC(=O)N2C)cc1OC
→ 0.2, 10, -8, 1, -23, 9, -11, -8, 0.3
9	COC(=O)c1sc(N2C(=O)C(O)=C(C(=O)c3ccc(C)o3)C2c2cccs2)nc1C (configuration not stated)
→ 0.7, -2, -7, 1, 12, -13, -76, -6, 0.3
10	COc1ccc(/C=N/NC(=O)C(O)(c2ccccc2)c2ccccc2)cc1OC
→ 0.4, 2, -8, -6, 7, -10, -9, 2, -0.1
11	FC(F)(F)c1ccc(Cl)c(NC(=S)N/N=C/c2ccccc2C(F)(F)F)c1
→ 0.7, 0, -17, -5, -5, 13, -4, -5, 0.4
12	CC(=O)Nc1cccc(NC(=O)C(=O)NCC(c2ccco2)N2CCc3ccccc32)c1 (configuration not stated)
→ 2.2, 0, -25, -2, -4, -21, -3, -13, 0.6
13	O=C(Nc1cccc(C(F)(F)F)c1)C1CC(=O)N(CCc2ccccc2)C1 (configuration not stated)
→ 2.6, 5, -13, -1, -11, 23, -19, -6, 4.7
14	Cc1ccc(N2C(=O)CC(SCC(=O)Nc3ccc(S(N)(=O)=O)cc3)C2=O)cc1 (configuration not stated)
→ 0.0, 1, -14, -8, -6, 22, 4, -14, 0.5
15	CC(C)CN(C(=O)CCNC(=O)c1ccc(Cl)cc1)c1c(N)n(CC(C)C)c(=O)[nH]c1=O
→ 0.5, 0, -22, 0, -11, 11, 9, 0, -0.5
16	COCCCn1c(SCC(=O)Nc2cccc(C(=O)OC)c2)nnc1-c1ccncc1
→ -0.2, 12, -7, -3, -5, 14, 12, 4, 0.2
17	CC1CC(Nc2cccc(O)c2)=CC(=O)O1 (configuration not stated)
→ 0.8, 5, -13, 0, -8, 16, -2, -6, 0.2
18	CCOC1=C2CN(S(=O)(=O)c3ccc(C)cc3)[C@H](c3cccs3)C[C@H]2n2c(=O)n(-c3ccccc3)c(=O)n2C1
→ ·, 1, ·, -1, 11, 13, -3, ·, 0.9
19	O=C(CSc1c2c(nc3ccc(Cl)cc13)CCCC2)NCc1ccco1
→ -1.4, 0, -24, -5, -19, 9, 24, -7, 0.8
20	O=C(Nc1ccccc1-c1nc2ccccc2[nH]c1=O)c1cccs1
→ 1.4, -1, -5, -8, -20, 21, 9, -6, 1.6

Some of the entries so far, screen by screen.
#7 O=S1(=O)N[C@@H](CC2=CCCCC2)C2CCCCC2O1 (some centres not stated)
#2 CCOC(=O)/C=C1\CC(C(=O)OCC)Oc2ccccc21 (configuration not stated)
#13 O=C(Nc1cccc(C(F)(F)F)c1)C1CC(=O)N(CCc2ccccc2)C1 (configuration not stated)

Compound | 7 | 2 | 13
V1R ag counter | -1.1 | · | 2.6
TAAR1 agonist | 2 | 0 | 5
CHO parental Ca | -20 | -13 | -13
CHRM1 agonist | -10 | -2 | -1
CHO-K1 Ca antag | -13 | -14 | -11
M1 PAM parental | 6 | -1 | 23
TAAR1 antag | -18 | -13 | -19
OXTR potentiate | -7 | · | -6
CHO-K1 Ca ag | -0.8 | 0.7 | 4.7

Following part:
Each structure is followed by: V1R ag counter, TAAR1 agonist, CHO parental Ca, CHRM1 agonist, CHO-K1 Ca antag, M1 PAM parental, TAAR1 antag, OXTR potentiate, CHO-K1 Ca ag
21	CCOc1ccc(S(=O)(=O)N2CCN(C(=O)c3cccn3C)CC2)cc1
→ 2.9, 3, -2, 1, 0, -1, 7, -6, 0.9
22	COc1ccc(COC(=O)NNC(=O)c2ccccc2Cl)cc1
→ 2.6, 17, -7, -1, 7, -6, 12, -12, 0.3
23	CNC(=S)N1N=C(c2ccc(C)cc2)CC1c1ccc(Cl)cc1 (configuration not stated)
→ -0.6, 9, -18, -4, -2, -6, 9, -6, 0.1
24	C=CCc1c(C)nc(SC)nc1Nc1ccccc1
→ -0.3, 8, -14, -4, 3, 18, 14, -16, 0.4
25	CCN(CC(=O)NC1CCS(=O)(=O)C1)C(=O)COc1ccccc1-c1ccccc1 (configuration not stated)
→ 2.1, 4, 9, -3, -7, 14, -4, -7, 0.1
26	CN(C)CCNC(=O)CN1C(=O)COc2ccc(C(C)(C)C)cc21
→ -0.8, 1, -14, 4, -10, 26, -17, -4, 0.6
27	O=C(/C=C/c1cccs1)Nc1ccc(S(=O)(=O)Nc2ncccn2)cc1
→ 0.6, -1, -9, 0, -6, 13, -5, -3, 0.3
28	CCCn1c2ccc(F)cc2c2nnc(SCCN3CCCCC3)nc21
→ -0.3, 1, -12, -12, -10, 14, -12, -8, 0.8
29	CSc1ccccc1-c1cnc(NC(C)=O)cn1
→ ·, 1, ·, -1, -7, 9, 9, ·, 0.5
30	CN1CCN(C(=O)CN2C(=O)COc3ccc(S(=O)(=O)N4CCOCC4)cc32)CC1
→ -0.5, 4, 8, 0, -8, 10, -22, -3, 6.2
31	Cc1c(C(=O)NCc2cccnc2)oc2ccccc12
→ 0.4, 3, -8, -5, -5, 17, -4, -2, 0.9
32	CCn1cc(C(=O)NCc2ccccc2)c(=O)c2cc(F)c(N3CCN(C(=O)c4ccco4)CC3)cc21
→ 0.6, 29, -18, -1, 1, 8, 24, 1, 0.7
33	Cc1cc(=O)oc2c(C)c(OCC(=O)NCCc3ccc(S(N)(=O)=O)cc3)ccc12
→ 0.0, 1, -1, -7, -18, 10, -17, -14, -0.3
34	CCOc1ccc(NC(=O)CSc2nncc(=O)[nH]2)cc1
→ 0.2, 0, -11, -3, -16, 11, -7, -7, 1.4
35	CC(=O)Cc1nsc(NC(=O)c2oc(-c3ccccc3Cl)cc2C)n1
→ -1.8, 1, -16, -1, -10, 11, -7, 3, -0.6
36	O=C(O)C(Cc1ccccc1)N1Cc2ccccc2C1=O (configuration not stated)
→ 1.4, 5, 0, -2, 6, -2, 1, 2, -0.1
37	COc1ccc(S(=O)(=O)N2CCCCCC2)cc1C(=O)N(C)Cc1ccc(C(C)(C)C)cc1
→ ·, 1, ·, -5, -1, 13, -29, ·, 3.9
38	COC(=O)N(NC(=O)C(O)(c1ccccc1)c1ccccc1)c1ccccc1
→ 0.8, 10, -6, -3, -3, 20, -17, -3, 0.9
39	O=C(NC1CCCCC1)C1CCN(c2cnccn2)CC1
→ -0.4, 13, -9, -3, 12, -5, -1, 0, -0.5
40	COc1cccc(CNC(=O)COc2cc(O)c3c(c2)OC(C)(C)CC3=O)c1
→ -0.2, 1, -15, -3, -7, 16, -22, 2, 2.6

Arranged by value in CHRM1 agonist (ascending): some entries from above
| item | SMILES | CHRM1 agonist |
| --- | --- | --- |
| 33 | Cc1cc(=O)oc2c(C)c(OCC(=O)NCCc3ccc(S(N)(=O)=O)cc3)ccc12 | -7 |
| 27 | O=C(/C=C/c1cccs1)Nc1ccc(S(=O)(=O)Nc2ncccn2)cc1 | 0 |
| 26 | CN(C)CCNC(=O)CN1C(=O)COc2ccc(C(C)(C)C)cc21 | 4 |

(list continues)
Each structure is followed by: V1R ag counter, TAAR1 agonist, CHO parental Ca, CHRM1 agonist, CHO-K1 Ca antag, M1 PAM parental, TAAR1 antag, OXTR potentiate, CHO-K1 Ca ag
41	Cc1onc(-c2c(F)cccc2Cl)c1C(=O)N(C)CC(=O)Nc1cccc(F)c1
→ 0.3, 1, -14, -1, -1, -3, 13, -11, 0.9
42	O=C(c1coc2ccc(O)c(CN3CCOCC3)c12)C1CC1
→ 1.7, 10, -11, -3, 9, 8, -17, -1, -0.1
43	CCN(CC(=O)Nc1cc(Cl)ccc1C)C(=O)c1oc2ccc(OC)cc2c1C
→ -0.9, -2, -22, -4, -2, -2, -9, -3, -0.2
44	Cc1ccccc1-c1nnc(SC(C)C(=O)NC2CCCC2)o1 (configuration not stated)
→ -0.8, -1, -17, -5, 9, -1, -12, -1, 7.0
45	C=CCNc1ncnc2c1ncn2[C@H]1CN(Cc2cccs2)C[C@@H](CO)O1
→ ·, 3, ·, -1, -24, 17, -10, ·, 0.6
46	Cc1sc(NC(=O)c2ccco2)c(C(=O)c2ccc(Cl)cc2)c1C
→ -0.3, 0, -31, -6, 7, -11, -20, -9, -0.3
47	O=C(COC(=O)CNS(=O)(=O)c1ccc(F)c(F)c1F)Nc1ccc(OC(F)F)cc1
→ 2.2, 3, 15, -5, -7, 14, 7, -14, 3.3
48	CCCOc1ccc(/C=C2/C(=O)ON=C2C)cc1OCC
→ -0.6, 21, -9, -2, -1, -5, 41, -14, 0.1
49	O=c1c2ccccc2nnn1-c1ccc(Br)cc1
→ -0.4, 4, -19, -1, 0, -5, -22, 0, 5.7
